# CXCR6 block = blocks human CXCR6 beta-arrestin recruitment; actives 0.36% (n = 360,000); inhibition, % at 20 µM; CHO-K1 PathHunter CXCR6 beta-arrestin, luminescence; O00574; in the data active = inhibition above about 34%, passing the limit was not always enough;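 also: antagonist mode with CXCL16 agonist at 10 nM final; 0% = 10 nM CXCL16 with DMSO and 100% = unstimulated wells without agonist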
# Target sequence (O00574 whole entry, looked up): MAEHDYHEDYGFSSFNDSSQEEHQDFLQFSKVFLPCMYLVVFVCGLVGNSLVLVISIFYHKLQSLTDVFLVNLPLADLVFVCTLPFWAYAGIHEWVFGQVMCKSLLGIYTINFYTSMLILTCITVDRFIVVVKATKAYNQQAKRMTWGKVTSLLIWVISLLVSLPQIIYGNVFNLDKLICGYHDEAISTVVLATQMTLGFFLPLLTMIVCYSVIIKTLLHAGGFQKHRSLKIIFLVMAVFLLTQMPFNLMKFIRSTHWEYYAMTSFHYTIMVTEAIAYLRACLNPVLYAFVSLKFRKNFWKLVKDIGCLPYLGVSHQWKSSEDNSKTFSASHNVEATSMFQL
# APJ antagonist = antagonists of human APJ apelin receptor | inhibition, % at 20 µM | CHO-K1 APJ beta-arrestin complementation, luminescence | AID 2521 | actives 0.32% (n = 330,000);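 active = inhibition above about 40% at 20 µM, limit read from the data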;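 also: cells challenged with 10 nM apelin-13 agonist together with compound; plate controls were apelin-13 plus DMSO wells for no effect and DMSO wells lacking apelin-13 for full effect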
# EBI2 antag = EBI2 (human) antagonism; P32249; EBI2 beta-arrestin recruitment, luminescence, 7a,25-OHC stimulated; inhibition, % at 5 µM; actives 0.81% (n = 360,000); AID 651636; in the data active = inhibition above about 38%;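 also: enzyme fragment complementation signal reports receptor beta-arrestin coupling in cells; 0% = agonist plus DMSO wells and 100% = wells without agonist; some results beyond the cut were filed as inactive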
# CCR6 antag = antagonists of human CCR6 receptor. CHO-K1 CCR6 PathHunter beta-arrestin, luminescence, CCL20-stimulated. inhibition, % at 20 µM. actives 0.49% (n = 340,000);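 active = compounds whose inhibition of the agonist-driven luminescence signal at 20 µM reaches about 50%, limit read from the data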;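 also: cells stimulated with CCL20 at 14 nM final; plate controls were DMSO with CCL20 for no effect and DMSO without agonist for full effect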
# Target sequence (P51684 whole entry, looked up): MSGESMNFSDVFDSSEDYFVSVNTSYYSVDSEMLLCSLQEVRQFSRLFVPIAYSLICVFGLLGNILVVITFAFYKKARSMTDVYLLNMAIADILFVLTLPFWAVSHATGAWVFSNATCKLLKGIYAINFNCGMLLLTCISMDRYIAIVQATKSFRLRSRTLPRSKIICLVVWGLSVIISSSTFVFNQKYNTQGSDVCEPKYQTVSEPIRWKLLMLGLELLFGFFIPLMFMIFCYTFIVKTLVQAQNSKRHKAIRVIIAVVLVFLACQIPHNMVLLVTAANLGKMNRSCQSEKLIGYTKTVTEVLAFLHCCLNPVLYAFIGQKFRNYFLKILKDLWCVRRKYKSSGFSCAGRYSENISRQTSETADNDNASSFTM
# APJ agonist = activates the human apelin receptor APJ; P35414; CHO-K1 APJ PathHunter beta-arrestin, luminescence; 0% DMSO wells, 100% apelin; activation, % at 20 µM; actives 0.11% (n = 330,000);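 active = activation more than six SD over the plate average, tested at 20 µM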;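 also: 0% = DMSO alone and 100% = apelin-13 at 10 nM; some results filed as inactive read as strong as hits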
#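 Assay system: engineered CHO-K1 APJ arrestin reporter cells; Amount: 1000 CHO-K1 reporter cells seeded per well; Dosing: one dose, 20 µM compound, 1% DMSO; Times: compound stimulation 90 min at 25 °C, detection 60 min; Measured by: luminescent beta-gal fragment complementation, chemiluminescent substrate; Read-out: APJ–arrestin association signal; Controls: DMSO vs Apelin-13 10 nM.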
# Gli-Sufu block = Gli-Sufu pathway antagonism; Sufu-KO-LIGHT fibroblasts, Gli luciferase reporter luminescence; inhibition, % at 5 µM; actives 0.74% (n = 340,000); AID 588413;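 active = inhibition above about 55%, limit read from the data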;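 also: 0% = DMSO-treated cells and 100% = wells with medium but no cells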
# ATG4B inhibitor = inhibitors of human ATG4B cysteine protease | Q9Y4P1 | ATG4B cleavage of LC3-PLA2, NBD-HPC fluorescence, 1 h | inhibition, % at 8.33 µM | actives 0.51% (n = 340,000); in the data active = inhibition above about 40%
# Target sequence (Q9Y4P1 whole entry, looked up): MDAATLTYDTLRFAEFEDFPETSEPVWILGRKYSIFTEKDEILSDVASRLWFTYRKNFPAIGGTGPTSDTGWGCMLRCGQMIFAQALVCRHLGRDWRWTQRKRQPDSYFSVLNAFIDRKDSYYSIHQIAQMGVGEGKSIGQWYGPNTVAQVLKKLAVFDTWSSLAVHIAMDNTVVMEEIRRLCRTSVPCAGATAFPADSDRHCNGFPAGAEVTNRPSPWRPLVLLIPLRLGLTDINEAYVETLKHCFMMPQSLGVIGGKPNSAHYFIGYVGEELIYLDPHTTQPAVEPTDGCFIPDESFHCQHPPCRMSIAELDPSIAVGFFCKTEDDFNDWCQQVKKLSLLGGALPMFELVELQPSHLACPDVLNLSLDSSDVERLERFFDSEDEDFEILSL
# UBC13 polyUb = human UBC13 polyubiquitination inhibition; UBC13 polyubiquitin chain formation, TR-FRET; P61088; inhibition, % at 20 µM; actives 0.47% (n = 330,000); AID 485273; in the data active = inhibition above about 45%, passing the limit was not always enough; inconclusive = no clear call, values can overlap the other calls
# Active calls of the source: *; ? = inconclusive; . = no result given.
SMILES,CXCR6 block,APJ antagonist,EBI2 antag,CCR6 antag,APJ agonist,Gli-Sufu block,ATG4B inhibitor,UBC13 polyUb
COc1ccc(OCC(O)Cn2c(N3CCCCC3)nc3c2c(=O)n(C)c(=O)n3C)cc1 (stereo unspecified),3,-17,18,13,4,18,0,-7
Cc1ccc2c(cnn2C(=O)CCCC(=O)NCc2ccc(F)cc2)c1,-3,4,-8,5,4,-59,-5,-3
COc1cccc2cc(-c3nnc(-c4ccccc4)o3)c(=O)oc12,-5,1,-22,9,-1,-54,-14,8
CCN(c1ccccc1)S(=O)(=O)c1cccc(C(=O)NCC2(N(C)C)CCCCC2)c1,10,14,-9,12,-4,28,-6,22
COC(=O)c1cc(C)sc1NC(=O)CN1CCN(C(=O)C2CCCO2)CC1 (stereo unspecified),-10,-3,10,-6,9,-2,-1,6
Cc1ccc(-c2nc(C#N)c(N3CCC(C(N)=O)CC3)o2)cc1,3,5,3,6,0,11,-11,13
NC(=O)c1ccsc1NC(=O)CSc1nncs1,-6,-42,-1,9,0,-8,2,4
COc1ccc(OC)c(N(C(=O)c2ccco2)C(C(=O)NC2CCCC2)c2ccc(N3CCOCC3)cc2)c1 (stereo unspecified),0,10,0,9,0,21,-5,3
O=C(O)CCCC(=O)NNc1nc(-c2ccccc2)c2cc(Cl)ccc2n1,-3,4,-1,6,2,3,-2,-14
CN(C)CC(C)(C)CNC(=S)NCc1ccc2c(c1)OCO2,2,5,-15,8,-2,3,7,9
Cc1cccc(-n2c(Cc3ccccc3)nnc2SCc2ccc([N+](=O)[O-])cc2)c1,11,-9,24,27,-1,11,-11,8
CCCCn1c(N)c(N(CCOC)C(=O)CSc2nnc(-c3ccc(F)cc3)n2N)c(=O)[nH]c1=O,-2,13,-8,-1,-2,-1,5,3
CCNC(=O)N1c2ccc(OCC)cc2C(C)=CC1(C)C,2,3,10,21,-1,4,12,4
Cc1c(C(=S)Nc2ccccc2)cnn1-c1ccccc1,-8,15,-3,-2,-2,-41,10,2
CC(=O)NNc1cc(C)nc(N)n1,3,1,-1,5,1,8,1,3
Oc1ccc(Cl)cc1CNCc1ccc(C(F)(F)F)cc1,-2,4,1,4,0,4,6,30
CCCn1c(SCC(=O)c2cc(C)n(-c3cc(C)on3)c2C)n[nH]c1=O,-4,6,7,-1,-2,19,-3,0
O=C(COc1ccccc1)NCC(=O)N/N=C/c1ccccc1,-13,6,3,2,-1,-4,-6,5
COc1ccccc1CNc1ccc([N+](=O)[O-])cc1C,2,14,-3,25,-5,9,-3,1
COc1ccc(NC(=O)C2CCN(c3ncnc4c3nc3n4CCCCC3)CC2)c(OC)c1,3,-3,-7,-5,3,2,1,3
COC(=O)c1[nH]c2ccc(F)cc2c1NC(=O)CCN1CCN(Cc2ccc3c(c2)OCO3)CC1,-2,.,8,6,.,5,-11,.
CC(NC(=O)c1ccccc1Br)c1nnc(SCC(=O)NC2=NCCS2)n1C (stereo unspecified),4,-7,-12,-6,1,-3,-3,4
CC(C)(C)OC(=O)N(Cc1ccccc1)Cc1cccc(OCc2cccc(NC(=O)c3ccccc3)c2)c1,4,.,21,12,.,0,8,.
Cc1cc(=O)[nH]c(SC(C(=O)O)c2ccccc2)n1 (stereo unspecified),-3,0,-7,7,4,2,6,-3
CCOC(=O)Cn1nc(C)n(-c2ccc(C(C)C)cc2)c1=O,0,12,-1,3,0,4,0,-20

# Some of these compounds in order of their number in ATG4B inhibitor, largest number first:
smiles | CXCR6 block | APJ antagonist | EBI2 antag | CCR6 antag | ATG4B inhibitor | UBC13 polyUb
CCNC(=O)N1c2ccc(OCC)cc2C(C)=CC1(C)C | 2 | 3 | 10 | 21 | 12 | 4
CC(C)(C)OC(=O)N(Cc1ccccc1)Cc1cccc(OCc2cccc(NC(=O)c3ccccc3)c2)c1 | 4 | . | 21 | 12 | 8 | .
Cc1cc(=O)[nH]c(SC(C(=O)O)c2ccccc2)n1 (stereo unspecified) | -3 | 0 | -7 | 7 | 6 | -3
NC(=O)c1ccsc1NC(=O)CSc1nncs1 | -6 | -42 | -1 | 9 | 2 | 4

# Continuation.
SMILES,CXCR6 block,APJ antagonist,EBI2 antag,CCR6 antag,APJ agonist,Gli-Sufu block,ATG4B inhibitor,UBC13 polyUb
CCOC(=O)c1ccc(S(=O)(=O)NNS(=O)(=O)c2ccc(C)cc2)cc1,4,11,-1,0,-2,2,-3,4
CN(Cc1nc(-c2cnccn2)no1)Cc1n[nH]c2c1CCCCC2,-2,4,-9,4,1,-2,18,22
O=S(=O)(Nc1ccc(-c2ccccc2)cc1)c1ccccc1,7,.,-3,-7,.,-3,-14,.
CN(C)c1ccc(C#Cc2ccc3cc(CCCO)oc(=O)c3c2)cc1,3,-4,-2,-5,0,-53,-3,-13
CCOC(=O)N1CCN(C(=O)Nc2ccc3nc(C)sc3c2)CC1,-3,-3,2,-9,-6,-16,-13,-2
COc1ccc(NC(=S)Nc2ccc(S(N)(=O)=O)cc2)c(C)c1,-5,5,2,-6,-3,0,3,4
O=C(Nc1ccc2c(c1)OCO2)c1cc2n(n1)C(C(F)(F)F)CC(c1ccccc1)N2 (stereo unspecified),6,-9,15,-30,2,4,-2,7
CC(=O)Nc1ccc(S(=O)(=O)NCC(=O)OCC(=O)N2CCCc3ccccc32)cc1,0,13,2,-5,0,-13,-8,-4
O=C(CSc1ccc(-c2ccccc2)nn1)N1CCCc2ccccc21,-3,1,-4,-2,1,-4,15,-12
COc1ccc(/C=c2\sc3nc(=O)c(C)nn3c2=O)c(OC)c1,1,4,-6,83*,-3,-3,4,-37
CCC(CC)C(=O)Nc1cccc(C(=O)N2CCOCC2)c1,-5,7,-6,3,0,-4,11,0
CCOC(=O)c1cn(Cc2ccccc2)nc1-c1ccccc1,14,24,1,11,-1,3,-2,-2
CCOC(=O)C1C(=O)OC(C)(C)C1C(CC)C(=O)c1c(C)cc(C)cc1C (stereo unspecified),9,2,10,12,-10,6,-5,-1
CC(OC(=O)c1ccc(Cl)nc1)C(=O)Nc1ccc2c(c1)OCO2 (stereo unspecified),8,-6,-8,-1,0,-8,0,-4
COc1cccc(N2CCN(C(=O)c3cc4c(=O)n(Cc5ccccc5)ccc4nc3C)CC2)c1,3,15,5,16,-6,3,-15,0
O=C1C(=C2SCCCS2)CC/C1=C\c1ccc(F)cc1,-1,5,21,2,2,0,-6,-14
Cc1ccc(C)c(S(=O)(=O)N2CCCCC2CCNC(=O)C(=O)NCc2ccncc2)c1 (stereo unspecified),0,-65,7,5,-5,16,-2,0
CS/C(=C\[N+](=O)[O-])Nc1ccc(Cl)cc1,-4,25,-2,3,-2,-9,2,3
O=c1cc(-c2ccccc2)c2cc3c(cc2[nH]1)OCCO3,-2,4,-13,1,1,-5,-3,9
Cc1ccc(-n2c(=S)[nH]c3c(oc4ccccc43)c2=O)cc1,2,-23,4,19,-3,-2,-8,?
CCO/C=C1/C(=O)N(CC)c2ccccc21,-4,12,2,18,3,-5,-9,24
Cc1cc(-c2n[nH]c(=S)n2/N=C/c2sccc2C)n[nH]1,4,15,-5,17,-1,-3,-2,-5
CCC(Sc1nc(C)cc(C)n1)C(=O)NC1=NN=C(c2ccc(C)cc2)CS1 (stereo unspecified),8,12,31,20,-6,-2,0,-5
CCCCCC1(C)NC(=S)N(c2ccccc2)N1 (stereo unspecified),-14,-10,-6,-17,-1,-8,-6,1
C/C(=N\Nc1ccccn1)c1ccc(C#N)cc1,0,9,3,-10,2,-8,-5,-17
# The results go on.
SMILES,CXCR6 block,APJ antagonist,EBI2 antag,CCR6 antag,APJ agonist,Gli-Sufu block,ATG4B inhibitor,UBC13 polyUb
Cc1cccc(NC(=O)COC(=O)c2ccc(C)c(S(=O)(=O)N3CCCCC3)c2)c1,9,7,4,7,-1,-2,-3,1
Cn1nnnc1SCC(=O)N1CCN(S(=O)(=O)c2ccccc2)CC1,3,16,1,7,-4,1,2,4
COc1ccccc1/C=C1\SC(=O)N(CC(=O)N(C)C2CCS(=O)(=O)C2)C1=O (stereo unspecified),-2,14,-12,2,-7,-2,3,-3
C/C(N)=C(/C#N)C(=O)COC(=O)c1ccc(NC(N)=O)cc1,2,-20,2,7,-1,9,1,1
C=CCNC(=O)CSc1ccc(Cl)cc1,6,12,-3,-3,-2,-7,5,-8
CC1=NNC(=O)C1Cc1c(Cl)cccc1Cl (stereo unspecified),11,13,9,-7,-3,-2,-8,6
COc1cccc(C(=O)OCC(=O)NCc2ccc3c(c2)OCO3)c1OC,9,5,5,7,1,4,4,7
c1ccc(CCc2nc(-c3ccccc3)no2)cc1,3,3,8,9,0,-56,5,3
Cc1cc(C)c(C)c(S(=O)(=O)N2CCC(C(=O)NCC(c3ccccc3)N(C)C)CC2)c1C (stereo unspecified),11,9,-7,11,1,-10,9,16
CCc1ccc[n+](-c2[nH]c(=O)sc2/C=N/N=C(\[O-])c2cccnc2)c1,2,8,5,18,-1,31,0,-17
CCOC(=O)c1cccc(NC(=O)c2c(N)n(C)c(=O)[nH]c2=O)c1,.,2,.,7,-6,-9,8,-5
COc1ccccc1N1CCN(/N=C\c2ccc(C)o2)CC1,-9,8,9,4,-3,-62,-4,2
COC(=O)C1=C(C(=O)OC)[C@]2([C@H]3CCCCN[C@@H](Cc4ccccc4)C(=O)N3Cc3ccccc3)C=C[C@H]1O2,14,6,7,0,0,10,-1,-8
Cc1nc2scc(C)n2c(=O)c1S(=O)(=O)Nc1ccc(OC(F)(F)F)cc1,0,14,-12,-1,1,11,-2,-9
O=C(Nc1ccccc1O)C(c1ccccc1)c1ccccc1,-7,21,0,11,-2,23,3,7
CC(=O)NC(c1ccc(Cl)cc1)c1ccc2cccnc2c1O (stereo unspecified),-7,.,9,4,.,80*,-2,.
CC(NC(=S)Nc1ccc(OC(F)F)cc1OC(F)F)C(C)(C)C (stereo unspecified),-2,5,6,-2,-2,4,3,-11
C[C@H]1CN([C@@H](C)CO)C(=O)c2cccc(NC(=O)C3CC3)c2O[C@H]1CN(C)CC1CCCCC1,1,19,-3,2,-1,14,-4,13
O=C(N/N=C/C=C/c1ccco1)c1cccnc1,7,26,-1,24,-1,7,-8,-6
Cc1ccc2cn[nH]c2c1NC(=S)NC(=O)c1ccccc1,4,18,7,18,-5,2,-8,12
CC1=C(C(=O)OCC2CCCO2)C(c2ccc(C)cc2)C2=C(CC(C)(C)CC2=O)N1 (stereo unspecified),2,10,-7,29,-2,2,-7,16
Cc1ccc(S(=O)(=O)NCC(=O)OCC(=O)Nc2cccc(S(=O)(=O)N3CCOCC3)c2)cc1,1,-5,-19,2,-2,-1,-1,6
CC(=O)c1ccc(S(=O)(=O)N(C)CCCC(=O)NCc2ccc3c(c2)OCO3)cc1,5,-22,6,2,4,.,-5,-2
CCCN1CNC(=S)N(c2ccccc2C)C1,-6,4,7,12,-1,-1,4,-13
COc1ccc(C(=O)OCC(=O)NC(C)CCc2ccccc2)cc1OC (stereo unspecified),4,17,2,6,-4,2,-7,6
CC(C)(C)c1ccc(S(=O)(=O)Nc2ccc(Cc3ccncc3)cc2)cc1,0,0,3,8,-2,35,5,-2
Cc1sc2ncnc(N3CCN(S(=O)(=O)c4ccc(Br)cc4)CC3)c2c1C,-1,3,5,15,2,50,6,12
CCN(CC(=O)NCc1ccc(Cl)cc1)C(=O)CN1C(=O)NC(CC)(c2ccccc2)C1=O (stereo unspecified),-1,1,2,-14,15,6,-6,-24
CS(=O)(=O)c1ccccc1-c1nnc(NC(=O)COc2ccc(Cl)cc2)o1,-8,-25,-7,8,10,-15,0,-10
c1ccc(-c2ccccc2OCCN2CCOCC2)cc1,-6,-9,-7,11,-1,0,-7,10

# Quoted at random: two entries already listed, in no set order.
SMILES,CXCR6 block,APJ antagonist,EBI2 antag,CCR6 antag,APJ agonist,Gli-Sufu block,ATG4B inhibitor,UBC13 polyUb
COc1ccc(/C=c2\sc3nc(=O)c(C)nn3c2=O)c(OC)c1,1,4,-6,83*,-3,-3,4,-37
O=S(=O)(Nc1ccc(-c2ccccc2)cc1)c1ccccc1,7,.,-3,-7,.,-3,-14,.

# Bioassay records deposited in PubChem BioAssay by Sanford-Burnham Center for Chemical Genomics.
